AHR activator = AHR activators, primary screen, cell-based, luminescence, luciferase reporter, human. Aryl hydrocarbon receptor (Homo sapiens), P35869. 320,000 tested, 2.5% active. AID 2796, 2010. activation, % at 5 µM. AHR-responsive luciferase reporter cells; in the data active = activation above about 47%;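 note: 0% = vehicle wells and 100% = reference agonist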
Target sequence (P35869 whole entry, looked up): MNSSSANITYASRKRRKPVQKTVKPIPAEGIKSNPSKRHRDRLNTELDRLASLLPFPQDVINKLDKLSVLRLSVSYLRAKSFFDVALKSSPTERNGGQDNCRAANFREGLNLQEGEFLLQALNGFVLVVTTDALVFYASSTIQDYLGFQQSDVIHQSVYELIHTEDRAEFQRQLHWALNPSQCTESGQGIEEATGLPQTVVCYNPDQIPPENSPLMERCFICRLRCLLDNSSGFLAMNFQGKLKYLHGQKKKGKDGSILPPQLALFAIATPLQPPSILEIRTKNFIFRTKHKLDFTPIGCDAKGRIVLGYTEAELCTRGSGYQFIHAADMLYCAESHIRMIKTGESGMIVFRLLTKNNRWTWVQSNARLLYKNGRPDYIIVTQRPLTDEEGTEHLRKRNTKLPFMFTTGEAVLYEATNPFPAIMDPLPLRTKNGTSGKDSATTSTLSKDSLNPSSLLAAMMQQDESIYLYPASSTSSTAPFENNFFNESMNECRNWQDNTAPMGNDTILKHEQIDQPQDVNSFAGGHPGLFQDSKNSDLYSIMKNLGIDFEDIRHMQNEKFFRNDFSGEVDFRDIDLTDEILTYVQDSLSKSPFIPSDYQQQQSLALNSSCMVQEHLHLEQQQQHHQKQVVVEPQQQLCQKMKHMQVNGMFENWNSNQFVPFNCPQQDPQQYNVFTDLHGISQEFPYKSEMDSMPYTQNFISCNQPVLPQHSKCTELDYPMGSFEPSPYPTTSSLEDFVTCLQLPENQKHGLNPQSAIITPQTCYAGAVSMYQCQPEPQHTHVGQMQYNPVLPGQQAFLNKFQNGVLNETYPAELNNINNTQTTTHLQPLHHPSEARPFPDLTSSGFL
procasp3 activ = activators of human procaspase-3 D3A mutant, primary screen, biochemical, absorbance, PC-3 D3A mutant, single concentration; Caspase-3 (Homo sapiens), P42574; recombinant procaspase-3 D3A, Ac-DEVD-pNA absorbance 405 nm; activation, % at 8.5 µM; 330,000 tested, 0.11% active;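 active = activation above the mean of all tested compounds plus 3 SD, cut at about 21% in these data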;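 note: 0% = DMSO alone and 100% = DMSO wells spiked with extra 5 µM PC-3 D3A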
Target sequence (P42574 whole entry D9A/D28A/D175A): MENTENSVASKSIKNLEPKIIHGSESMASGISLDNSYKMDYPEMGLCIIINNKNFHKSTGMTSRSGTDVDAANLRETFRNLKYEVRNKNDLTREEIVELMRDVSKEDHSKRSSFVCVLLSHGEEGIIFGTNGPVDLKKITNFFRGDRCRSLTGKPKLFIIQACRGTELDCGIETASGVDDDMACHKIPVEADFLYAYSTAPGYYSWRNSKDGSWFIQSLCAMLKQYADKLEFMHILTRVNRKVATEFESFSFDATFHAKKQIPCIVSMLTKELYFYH
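Assay system – Procaspase-3 D3A mutant · Benchmarks – DMSO low control, extra-enzyme high control · Technique – 405 nm absorbance of p-nitroaniline, reads at 0 and 120 min · Doses – 8.5 µM nominal · Measure – % activation between DMSO and enzyme-spiked controls · Also added – Ac-DEVD-pNA chromogenic peptide substrate · Schedule – 1 h compound preincubation, 2 h substrate hydrolysis at 25 °C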
proCasp7 act = procaspase-7 activators, primary screen, counter-screen for procaspase-3 activator project, biochemical, absorbance, HTS, human; recombinant procaspase-7, Ac-DEVD-pNA absorbance 405 nm; D23A/D198A/D206A triple mutant, cannot self-cleave; scale: DMSO 0, 5 µM enzyme 100; AID 463210, 2010; 330,000 tested, 0.093% active; activation, % at 8.5 µM;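 active = percent activation above the screen-wide mean plus 3 SD, cut at about 25% in these data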
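Test system: Procaspase-7 triple mutant (PC-7 D3A). Also added: Ac-DEVD-pNA substrate, 400 µM as added. Schedule: 1 h enzyme–compound preincubation and 2 h substrate reaction, both 25 °C. Signal: p-Nitroaniline absorbance at 405 nm, read at 0 and 120 min. Control set: low DMSO alone, high DMSO plus 5 µM PC-7.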
JMJD2C inh = inhibitors of GASC-1 histone demethylase, primary screen, biochemical, fluorescence, DELFIA europium; GST-JMJD2C(1-420) H3K9me3 demethylation; inhibition, % at 2.35 µM; Lysine-specific demethylase 4C (Homo sapiens), Q9H3R0; 330,000 tested, 0.069% active;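 active = more than half of a compound's replicate wells show inhibition beyond 50%, single wells judged on their own value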;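 note: signal counts dimethyl H3K9 product captured on neutravidin plate; 0% = median of DMSO wells and 100% = 0.3 times that DMSO median; strong numbers were not always called active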
LAP4-GFP MLPCN = modulators of LAP4-GFP expression in yeast, primary screen, S. cerevisiae, multiplex flow cytometry, MLPCN library. 3 h; median GFP as percent of DMSO wells. AID 2023, 2009. GFP response vs DMSO, % at 10 µM. 320,000 tested, 0.34% active;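 active = GFP response vs DMSO above a set limit, about the screen mean plus 3 SD, cut at about 150% in these data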
RPL19A-GFP yeast = RPL19A-GFP expression modulators in yeast, primary screen, cell-based, S. cerevisiae, multiplex flow cytometry, MLPCN. S. cerevisiae RPL19A-GFP strain, 3 h; stronger effect = lower value. 330,000 tested, 0.3% active. percent response vs DMSO, % at 10 µM;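 active = percent response vs DMSO below 50%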;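 note: median channel GFP fluorescence of the barcoded RPL19A-GFP strain; ratio of sample median GFP to plate DMSO average so 100% = DMSO; lower means less RPL19A-GFP as with rapamycin TOR inhibition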
CR mimetic SO = reduction of superoxide in aged yeast, primary screen, HTS. S. cerevisiae aged cells, superoxide DHE fluorescence; stronger effect = lower value. superoxide response (% of plate mean), % at 10 µM. 330,000 tested, 0.18% active. AID 2690, 2010;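 active = superoxide response under a set limit, about three screen SD below normal, cut at about 65% in these data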;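 note: yeast aged for seven days with compound at 30 °C before DHE staining; 100% = average MFI of all compound-treated wells on the plate with controls excluded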
MEP2 TOR yeast = modulators of MEP2-GFP levels in yeast, primary screen, S. cerevisiae, multiplex flow cytometry, MLPCN library; S. cerevisiae MEP2-GFP strain, 3 h; 100% = DMSO control level; GFP response vs DMSO, % at 10 µM; 330,000 tested, 0.51% active; AID 2016, 2009;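 active = GFP response versus DMSO above a set limit, roughly screen mean plus 3 SD, cut at about 180% in these data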;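 note: median GFP fluorescence of the barcode-gated MEP2-GFP cells per well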
The depositor's hits bear a star; · = not tested or not shown.

SMILES	AHR activator	procasp3 activ	proCasp7 act	JMJD2C inh	LAP4-GFP MLPCN	RPL19A-GFP yeast	CR mimetic SO	MEP2 TOR yeast
Cc1cc(=O)oc2c(C)c3occc3cc12	46	4	15	-4	83	104	107	101
O=C(Nc1nc2c(c(=O)[nH]1)CCCC2)C1CC1	1	1	6	41	102	100	103	104
CCOC(=O)C1CCCN(C(=O)c2cc(S(=O)(=O)N3CCCCC3)ccc2C)C1 (stereo not drawn)	3	-4	6	-5	90	96	97	90
CC1CC(C)CN(CCCNC(=O)Cc2c(C(=O)O)[nH]c3ccccc23)C1 (stereo not drawn)	1	13	-8	-29	99	109	88	110
CCN(CC)C(=O)c1[nH]cnc1C(=O)N[C@@H](C)c1ccccc1	-1	2	-6	4	107	103	103	100
CC(C)C(C)N(Cc1cccc(C(=O)O)c1)C(=O)c1ccc2ccccc2n1 (stereo not drawn)	-1	1	-4	-13	104	100	82	100
O=C(ONC1=NCCCCC1)c1ccc([N+](=O)[O-])cc1	-1	3	12	1	121	106	116	97
Cc1onc(-c2ccc3c(c2)OCO3)c1-c1ccc2[nH]ccc2c1	26	-4	2	-13	103	96	87	108
Cc1nnc(SCC(=O)N2CCN(C(=O)c3ccco3)CC2)n1C	2	-4	-6	-4	97	100	86	100
CCN(CC)c1ccc(NC(=O)c2ccc3c(c2)OCO3)c(C)c1	2	3	0	-7	92	105	98	105
NC(=S)N1CCCc2ccccc21	1	-4	-1	17	117	98	94	104
CC(CCc1ccccc1)NC(=O)CSc1ccccc1 (stereo not drawn)	-3	-5	7	-2	94	103	109	103
Cc1ccc(NC2c3ccccc3C(=O)N2c2cccnc2)cc1 (stereo not drawn)	3	-7	8	35	112	102	91	96
CC(=O)Nc1ccc(S(=O)(=O)NCc2cn3ccsc3n2)cc1	3	8	3	-1	96	99	97	97
CCOC(=O)C1CCCN(C(=O)c2cc3cc4ccc(OC)cc4nc3o2)C1 (stereo not drawn)	-1	0	-6	4	99	101	101	103
Cc1cccc(C)c1NC(=O)CN(C)C(=O)[C@H](C)NC(=O)c1ccco1	1	3	0	4	97	97	106	99
Cc1ccc(CN(Cc2cccnc2)C(=O)CN2C(=O)COc3ccccc32)o1	5	-7	5	-30	94	98	96	101
COc1ccc(-c2ccc(SCC(=O)Nc3cccc(C(C)=O)c3)nn2)cc1OC	14	-4	8	-25	94	102	88	102
COC(=O)c1ccccc1N=Nc1c(C)[nH][nH]c1=O	-3	-5	-9	2	106	98	109	102
O=C(NC(=S)N1CCN(Cc2ccccc2)CC1)c1cccnc1	-1	-13	0	3	104	105	97	100
CC(=O)c1cccc(NC(=O)NCc2ccc3c(c2)OCO3)c1	14	-2	0	0	85	116	116	106
CCc1nc(NCCC(C)C)c(C#N)c2c1CCCC2	2	1	-3	2	106	107	108	115
O=C(c1cc(-c2ccc(F)cc2)no1)N1CCN(Cc2ccc3c(c2)OCO3)CC1	1	2	-1	-2	101	99	95	133
CCS(=O)(=O)N1CCC(C(=O)NCCc2ccc(C)cc2)CC1	-3	-5	-3	-1	100	92	92	101
CCc1ccc(NC(=O)Cn2c(=O)c3cccn3c3ccccc32)cc1	4	-7	-4	-4	99	106	90	97
O=C(c1cnn2c(C(F)F)cc(C3CC3)nc12)N1CCc2ccccc2C1	49*	-7	3	0	97	102	84	104
COc1ccc(CNC(=O)C2CCC(CNS(=O)(=O)c3ccc(C)cc3)CC2)cc1 (stereo not drawn)	0	0	-6	2	89	101	110	102
CCOCCCn1c(SCC(=O)NCc2ccco2)nc2c(sc3ccccc32)c1=O	3	4	5	-1	104	108	125	109
CCOC(=O)c1[nH]c2ccccc2c1NC(=O)Nc1ccc(OC)cc1	45	7	-9	-9	101	109	98	101
COc1ccc(CCNC(=O)CN(c2ccc(OC)cc2)S(C)(=O)=O)cc1	2	-2	2	-17	100	98	100	104
O=C(Cc1cccs1)Nc1ccc(C(=O)O)cc1	-2	6	-6	-1	102	98	109	102
O=C(C(=O)N1CCN(C(=O)c2ccco2)CC1)c1c[nH]c2ccccc12	17	5	9	5	95	102	110	97
CCC/C(=N\NC(=O)c1ccc(OC)c(OC)c1)c1ccccc1	7	-31	-26	-7	104	101	93	102
Oc1ccc(N=Nc2ccc(Br)cc2)c(O)c1	89*	-6	-3	14	130	102	77	106
CCC/C=C1/CCCOC(C(=O)NCc2ccccn2)(C(F)(F)F)C1 (stereo not drawn)	0	0	-1	1	105	107	94	96
COCC(=O)Oc1c(S(=O)(=O)c2ccc(C)cc2)c(C)nn1-c1ccccc1	3	9	-6	9	98	104	112	102
COc1cccc(CN2CC(C(=O)NCCN3CCOCC3)CCC2=O)c1 (stereo not drawn)	0	0	0	-4	110	104	94	111
O=C(Oc1ccc(Br)cc1C(=S)N1CCCCC1)c1cc([N+](=O)[O-])cc([N+](=O)[O-])c1	-1	-5	7	-4	105	97	99	100
COc1ccc(OC)c(-n2c(SCC(=O)Nc3cccc(S(N)(=O)=O)c3)nc3ccccc3c2=O)c1	1	6	6	2	108	99	110	97
O=C(Cc1c(F)cccc1Cl)N1CCN(S(=O)(=O)c2cccs2)CC1	1	-2	10	4	103	100	82	101

Three compounds already listed, arranged by the number in AHR activator, ascending:
structure,AHR activator
O=C(Cc1cccs1)Nc1ccc(C(=O)O)cc1,-2
COc1cccc(CN2CC(C(=O)NCCN3CCOCC3)CCC2=O)c1 (stereo not drawn),0
O=C(Cc1c(F)cccc1Cl)N1CCN(S(=O)(=O)c2cccs2)CC1,1

Further records follow:
SMILES	AHR activator	procasp3 activ	proCasp7 act	JMJD2C inh	LAP4-GFP MLPCN	RPL19A-GFP yeast	CR mimetic SO	MEP2 TOR yeast
Nc1nc(/C=C/c2ccc(F)cc2)nc(-c2ccccc2O)n1	109*	1	8	0	95	102	107	107
Cc1cc(C)c(NS(=O)(=O)c2c(C(=O)N3CCOCC3)c(C)n(C)c2C)c(C)c1	1	6	7	-1	92	97	111	103
COc1ccccc1N1CN(Cc2ccccc2)CNC1=S	1	-7	-3	-2	115	101	89	101
Cn1cccc1C(=O)C(=O)Nc1ccccc1	-4	2	2	-6	97	92	91	94
CCCCn1c(N)c(N(CCOC)C(=O)c2sc3cc(F)ccc3c2Cl)c(=O)[nH]c1=O	0	-2	-4	56	104	96	104	100
Cc1cc(C)c(NC(=S)N(Cc2cccnc2)Cc2ccco2)c(C)c1	5	2	-9	-1	95	101	100	103
Cc1noc(C)c1COc1ccccc1C(=O)NCc1ccccc1Cl	-1	-2	7	-4	107	100	89	101
O=C(CN1CCN(c2ccccc2F)CC1)c1ccc2c(c1)OCO2	9	3	-7	·	95	99	96	104
CCC(OC(=O)c1cccs1)C(=O)NCc1ccc(C)cc1 (stereo not drawn)	0	-8	-4	-9	80	94	121	86
N/C(=N\OC(=O)c1cccc(Br)c1)c1ccc(Br)cc1	34	-5	6	4	127	112	102	118

Record cards, as listed above.
`Cn1cccc1C(=O)C(=O)Nc1ccccc1` in the list: AHR activator = -4; procasp3 activ = 2; proCasp7 act = 2; JMJD2C inh = -6; LAP4-GFP MLPCN = 97; RPL19A-GFP yeast = 92; CR mimetic SO = 91; MEP2 TOR yeast = 94
`Cc1cc(C)c(NS(=O)(=O)c2c(C(=O)N3CCOCC3)c(C)n(C)c2C)c(C)c1` in the list: AHR activator = 1; procasp3 activ = 6; proCasp7 act = 7; JMJD2C inh = -1; LAP4-GFP MLPCN = 92; RPL19A-GFP yeast = 97; CR mimetic SO = 111; MEP2 TOR yeast = 103
`N/C(=N\OC(=O)c1cccc(Br)c1)c1ccc(Br)cc1` in the list: AHR activator = 34; procasp3 activ = -5; proCasp7 act = 6; JMJD2C inh = 4; LAP4-GFP MLPCN = 127; RPL19A-GFP yeast = 112; CR mimetic SO = 102; MEP2 TOR yeast = 118

Additional records:
SMILES	AHR activator	procasp3 activ	proCasp7 act	JMJD2C inh	LAP4-GFP MLPCN	RPL19A-GFP yeast	CR mimetic SO	MEP2 TOR yeast
CCOc1cccc(CN2CCCC(C(=O)c3cccc(C(F)(F)F)c3)C2)c1O (stereo not drawn)	0	2	7	-6	96	94	107	99
CC(Sc1n[nH]c(N)n1)C(=O)Nc1ccccc1-c1ccccc1 (stereo not drawn)	2	-3	5	7	97	101	119	99
CC1(C)C(=O)CC[C@@]2(C)[C@H]1CC[C@@]1(C)CC3=C(CC[C@@H]12)[C@@]1(C)CCC(=O)C(C)(C)[C@@H]1CC3	0	0	5	-1	106	100	64*	98
CCCCN(CCCC)C(=O)/C=C/c1cccc([N+](=O)[O-])c1	4	7	4	3	108	107	78	111
Cc1ccc(C(=O)NNC(=O)c2nn(-c3ccc(F)cc3)ccc2=O)cc1	0	-4	-4	10	87	86	105	77
O=C(NC(=S)N1CCN(c2ccc(Cl)cc2[N+](=O)[O-])CC1)c1ccco1	0	-5	-7	12	107	96	112	95
COC(=O)c1c(-c2c(Cl)cccc2Cl)noc1NC(=O)NN1CCOCC1	0	4	2	-1	111	99	95	107
COc1ccc(S(=O)(=O)N2CCOC2CNC(=O)C(=O)NCc2ccc(F)cc2)cc1 (stereo not drawn)	0	-3	5	22	101	101	117	98
COc1ccc(C2(O)CC3CCC(C2)N3c2cc(C)nc(-c3ccccc3)n2)cc1 (stereo not drawn)	0	3	-5	-3	105	97	99	98
O=C(CSc1nnc(-c2ccccc2)n1Cc1ccccc1)NC1CC1	0	8	5	-3	102	100	92	107
CCc1ccc([C@@H]2CC=C(C(=O)O)[C@H](c3ccc(Br)cc3)N2S(=O)(=O)c2ccc(C)cc2)cc1	0	3	-1	41	90	92	87	92
COc1cc(/C=C/C(=O)N2CCOCC2)ccc1OCc1ccccc1	2	-6	5	2	118	90	95	107
Cc1ccc(/C=C(/C#N)c2nc(CCN3C(=O)c4ccccc4C3=O)cs2)cc1	-1	-1	6	2	96	102	94	113
N=c1oc2ccc3ccccc3c2cc1-c1nnc2n1CCCCC2	-2	-3	1	-1	82	94	105	89
Cn1c(CC(=O)Nc2cccc(Cl)c2Cl)nnc1SCC(=O)NC1=NCCS1	-3	2	-8	12	84	104	88	100
Cn1c(NC(=O)c2ccccc2)c(-c2cccs2)c(=O)c2ccccc21	7	-6	1	-1	94	92	107	99
CSCC[C@H](NC(=O)OC(C)(C)C)c1nnc(SCC(=O)N(C)C)o1	-2	6	5	1	96	98	97	100
COc1cc(OC)c(NC(=O)C2CC(=O)N(c3ccc4c(c3)OCCO4)C2)cc1Cl (stereo not drawn)	0	2	6	29	104	98	104	102
O=C(Nc1ccccc1F)c1coc(=O)c(Br)c1	-2	0	2	-7	102	107	80	115
COc1cccc(C(C#N)N2N=C(C)CC2(C)C)c1O (stereo not drawn)	-1	-3	-1	4	87	97	96	100
Cc1csc2nc(COC(=O)c3cccc(N(C)C)c3)cc(=O)n12	14	5	1	0	112	92	107	105
C/C(CCc1ccccc1)=N/NC(=O)C(=O)NCc1ccccc1	2	2	14	6	91	108	94	105
O=C(CSc1ccccc1)N1CCCC(N2CCN(c3cccc(Cl)c3)CC2)C1 (stereo not drawn)	2	4	5	-8	85	103	114	98
O=C(CNC(=O)c1ccco1)N/N=C/c1ccc(C(=O)O)cc1	2	-7	-13	-4	107	101	102	89
